From PubChem BioAssay
CYP2C9 act: activators of human CYP2C9. AID 1024. P11712. 96,000 compounds, 1.4% hits. recombinant CYP2C9, luciferin-H conversion, luminescence; hits give high values; factor 1 = untreated enzyme, 0 = blocked. activation factor at 5 µM;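 active = activation factor of 2 or more for CYP2C9 at a 5 µM dose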;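 also: 0 = sulfaphenazole-blocked wells and 1 = vehicle-only wells; values of inactives mirror those of a sister screen read the other way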
PostGolgi ctrl: inhibits growth of the yeast control strain; efflux-deficient yeast background strain, growth absorbance A615, 16 h; inhibition, % at 10 µM; 98,000 compounds, 5% hits; AID 738
DAT uptake mod: changed human dopamine transporter uptake under cocaine IC80; Q01959; LLC-PK1 hDAT cells, [14C]-dopamine uptake with cocaine IC80; actives deviate in either direction; B-score at 10 µM; 110,000 compounds, 1.3% hits; AID 449768;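 active = Z score or B-score, a plate-position-corrected score, falls beyond the plate's 99.7% confidence bounds, in either direction; inactive = both scores lie inside the 99.7% bounds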;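 also: scored against the spread of the other compound wells on the same plate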
PostGolgi yeast: growth inhibition of a yeast mutant, post-Golgi transport screen | post-Golgi transport phenotypic cell assay | inhibition, % at 10 µM | 98,000 compounds, 0.9% hits;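 also: yeast cells grown in 1536-well plates; yeast grown about 18 h at 30C before absorbance read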
Ecoli WT expand: blocks growth of wild type E. coli BW25113; growth inhibition, % at 100 µM; 98,000 compounds, 0.15% hits; OD600 absorbance;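 active = growth inhibition above about 50% at one test dose, limit read from the data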;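 also: growth measured after 20 h incubation at 37 °C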
Pyk2 oligo antag: antagonists of human Pyk2 oligomerization; Q14289; Q293 cells, Pyk2 FERM NanoBiT luminescence; hits give low values; z-score (the deposit names both 25 µM and 10 µM); 99,000 compounds, 0.83% hits; AID 1347419;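 active = Z-score of -3 or lower, scaled per plate to the spread of control and sample wells; inactive = z-score above -3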;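 also: negative z-score means lost luminescence so less FERM oligomerization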
PTPN22 inh 2: inhibitors of human LYP (PTPN22) phosphatase | Q9Y2R2 | recombinant LYP catalytic domain, DiFMUP fluorescence | inhibition, % at 2 µM | 96,000 compounds, 0.21% hits;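 active = inhibition at 2 µM at or above a set limit, the screen mean plus 3 SD, cut at about 24% in these data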;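 also: 0% = DMSO with enzyme and 100% = enzyme fully blocked by orthovanadate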
Target sequence (Q9Y2R2 whole entry, looked up, the tested form may be a part): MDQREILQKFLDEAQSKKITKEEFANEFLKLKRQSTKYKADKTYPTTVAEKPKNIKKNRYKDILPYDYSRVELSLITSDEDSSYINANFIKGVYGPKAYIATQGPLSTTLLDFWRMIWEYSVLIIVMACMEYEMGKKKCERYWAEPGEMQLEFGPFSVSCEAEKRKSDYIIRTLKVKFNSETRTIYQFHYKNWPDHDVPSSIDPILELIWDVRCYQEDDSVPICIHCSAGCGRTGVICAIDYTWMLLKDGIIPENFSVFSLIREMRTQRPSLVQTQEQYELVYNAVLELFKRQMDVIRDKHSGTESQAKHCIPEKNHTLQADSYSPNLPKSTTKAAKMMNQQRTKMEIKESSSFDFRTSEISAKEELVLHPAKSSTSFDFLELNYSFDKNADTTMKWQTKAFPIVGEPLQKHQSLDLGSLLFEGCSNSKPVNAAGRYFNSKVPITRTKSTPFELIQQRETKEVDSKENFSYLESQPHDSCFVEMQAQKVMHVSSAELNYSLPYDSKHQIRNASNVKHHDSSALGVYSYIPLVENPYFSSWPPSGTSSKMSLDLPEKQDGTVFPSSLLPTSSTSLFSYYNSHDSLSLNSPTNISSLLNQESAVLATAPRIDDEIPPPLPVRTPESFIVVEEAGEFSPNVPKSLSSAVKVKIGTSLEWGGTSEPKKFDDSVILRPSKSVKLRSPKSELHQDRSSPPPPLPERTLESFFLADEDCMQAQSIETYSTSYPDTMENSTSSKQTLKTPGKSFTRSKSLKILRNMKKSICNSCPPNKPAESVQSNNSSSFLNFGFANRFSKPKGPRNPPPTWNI
PTPN22 act: activators of human LYP (PTPN22) phosphatase | Q9Y2R2 | recombinant LYP, DiFMUP fluorescence; 0 = plate median, 100 = signal doubled | activation, % at 2 µM | 96,000 compounds, 0.11% hits | AID 697;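 active = activation at 2 µM above a set limit, the mean plus 5 SD, cut at about 37% in these data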
CYP2C9 inh: human CYP2C9 inhibition | CYP2C9 Supersomes, luciferin-H conversion, luminescence | 96,000 compounds, 20% hits | inhibition, % at 5 µM | AID 777;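 active = blocking of liver enzyme CYP2C9 beyond about 50% at 5 µM, limit read from the data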; also: values of inactives mirror those of a sister screen read the other way
An asterisk follows results filed as active; . = not tested or not shown. Rule as the data show it, unless noted: active = inhibition above about 30%; inactive = the rest.

SMILES	CYP2C9 act	PostGolgi ctrl	DAT uptake mod	PostGolgi yeast	Ecoli WT expand	Pyk2 oligo antag	PTPN22 inh 2	PTPN22 act	CYP2C9 inh
CC1(C)Cc2c(C#N)c(N)n(-c3ccccc3)c(=O)c2CO1	0.9	16	0.36	5	-13	-0.32	.	.	9
CCOc1ccc2nc(SC3CC(=O)N(c4ccc(C)cc4)C3=O)sc2c1 (centres undefined)	1	-9	-0.9	-1	-1	0.15	-2	6	-4
CCCCCCC1CC(CSC(=N)N)OC1=O (centres undefined)	1	0	-0.54	-1	14	-0.67	0	2	3
CCOc1ccc(C2CC(=O)NC3=C2C(=O)CCC3)cc1 (centres undefined)	1	4	-0.86	7	3	0.37	-4	3	-5
CC(=O)N/C(=C/c1ccccc1)C(=O)NCCO	0.9	0	0.087	1	-14	-0.51	6	-3	6
COc1ccc(CNC(=O)c2cnn3c(C(F)F)cc(C)nc23)cc1OC	0.9	5	0.51	-2	-8	.	.	.	5
O=C1NC2C(NC(=O)N2C2CCCCC2)N1C1CCCCC1 (centres undefined)	1.2	-5	-0.83	4	3	0.1	-27	22	-16
C=CCNC(=O)C1CCN(S(=O)(=O)CC)CC1	1	-5	-0.29	3	0	-0.33	3	-4	-4
CN(C(=O)c1ccncc1)c1nnc(-c2cccnc2)s1	0	4	-0.16	5	10	1.3	.	.	100*
CN1C(=O)c2ccccc2Sc2ccc(NC(=O)N3CCCC3)cc21	0.7	17	0.52	19	-11	-0.11	-4	0	27
CCOC(=O)C1=C(c2ccccc2)NC(SC)=C(C#N)C1c1ccco1 (centres undefined)	0.2	11	0.81	-3	-12	-2.5	-3	1	78*
CC(C)CCNC(=S)NC1CCCC1	0.9	4	-0.43	-7	7	-0.79	-16	19	12
Cc1cc(C(=O)CN2C(=O)c3ccccc3C2=O)c(C)n1C1CC1	1.3	1	-0.13	-1	-3	1.1	-2	0	-31
O=C(OCC#CCSc1nnc(-c2ccccc2)o1)c1ccco1	0.4	19	0.065	-8	-9	0.36	.	.	58*
COc1cc(C2Nc3cc(Cl)c(S(N)(=O)=O)cc3S(=O)(=O)N2)cc(OC)c1OC (centres undefined)	1.2	7	0.36	-10	-4	1.6	-25	23	-16
CS(=O)(=O)N(Cc1ccco1)CC(O)Cn1cc(C=O)c2ccccc21 (centres undefined)	0.8	-2	-0.41	-8	0	-0.31	2	-1	16
O=C(C1CCCCC1)N1CCCC(c2nc3c(nnn3Cc3ccccc3)c(=O)[nH]2)C1 (centres undefined)	0.6	1	2.4*	9	8	-0.37	-7	6	35
Cc1ccc2cc3cc(C(=O)N4CCCCC4C)oc3nc2c1 (centres undefined)	1.6	1	.	-5	1	-1.4	0	-3	-57
CSc1cccc(NC(=O)COc2ccccc2)c1	1.1	5	-0.083	-3	-2	0.22	-16	15	-14
COc1cc(-c2cc(C(=O)O)c3cc4c(cc3n2)OCCO4)cc(OC)c1OC	1.4	16	0.45	18	-2	-0.18	-5	4	-37

Grouped by structure, the entries above containing an aryl methoxy group
SMILES	CYP2C9 act	PostGolgi ctrl	DAT uptake mod	PostGolgi yeast	Ecoli WT expand	Pyk2 oligo antag	PTPN22 inh 2	PTPN22 act	CYP2C9 inh
COc1ccc(CNC(=O)c2cnn3c(C(F)F)cc(C)nc23)cc1OC	0.9	5	0.51	-2	-8	.	.	.	5
COc1cc(C2Nc3cc(Cl)c(S(N)(=O)=O)cc3S(=O)(=O)N2)cc(OC)c1OC (centres undefined)	1.2	7	0.36	-10	-4	1.6	-25	23	-16
COc1cc(-c2cc(C(=O)O)c3cc4c(cc3n2)OCCO4)cc(OC)c1OC	1.4	16	0.45	18	-2	-0.18	-5	4	-37

(continued)
SMILES	CYP2C9 act	PostGolgi ctrl	DAT uptake mod	PostGolgi yeast	Ecoli WT expand	Pyk2 oligo antag	PTPN22 inh 2	PTPN22 act	CYP2C9 inh
c1ccc(-c2nnc(CSc3nncs3)o2)cc1	1	9	0.15	4	-2	-0.85	2	0	4
COc1ccccc1NC(=O)Cc1noc(CN(C)Cc2cccs2)n1	0.7	4	0.57	-2	3	-0.38	-5	3	34
Cc1ccc(S(=O)(=O)O/N=C2\CCCc3ccccc32)cc1	1	0	0.021	17	1	0.49	-4	5	-1
Cc1ccc(-c2nnc(-c3ccccc3)c(N3CCOCC3)n2)cc1	0.6	21	1.3	13	2	-1	4	0	39
Cc1ccc(C(=O)N/C(=C\c2ccco2)C(=O)NCC2CCCO2)cc1C (centres undefined)	0.9	-4	-0.17	1	4	-0.11	-12	13	7
CCOC(=O)N1CCN(C(=O)CSCc2nc(-c3ccccc3C)oc2C)CC1	0.6	15	0.57	-1	-1	0.09	4	-5	36
COCCNC(=O)Nc1ccc2nc(-c3cccs3)c(-c3cccs3)nc2c1	0.5	26	-1.1	0	-17	0.56	4	-3	52*
Cc1ccc(OCc2nnc(SCC(=O)Nc3ccc4c(c3)OCCO4)n2Cc2ccco2)cc1	0.3	12	0.86	1	-17	1.8	3	-6	69*
CCC(C)NC(=O)/C(=C/c1ccco1)c1ccccc1 (centres undefined)	0.9	-5	1.3	2	13	1.4	9	-5	7
O=C(NC1CCN(C(=O)Nc2cccc(F)c2)CC1)C1CCCCC1	1	2	-0.76	10	-3	-0.25	-15	12	3
CCCCn1nnnc1NCc1cccs1	0.8	19	0.39	9	-2	-0.37	-13	13	18
CCCS(=O)(=O)N1CCN(Cc2ccco2)CC1	1	18	0.44	5	6	1.1	0	0	4
Clc1ccccc1/C=N/c1cc(-c2ccccc2)nn1-c1ccccc1	1	1	.	-2	-17	0.05	-4	7	-4
CCCC(=O)NC(c1ccc(OC)c(OC)c1)c1c(O)ccc2ccccc12 (centres undefined)	0.3	27	0.64	-1	0	-1.5	2	1	71*
COc1ccc(-c2nnc(SCc3ccccc3F)o2)cc1	0.9	17	-0.073	-7	-10	-1.4	7	-6	5
Cc1ccc(S(=O)(=O)/N=S(/C)c2ccccc2)cc1 (centres undefined)	1.5	-4	-0.15	-1	-4	1.1	2	2	-52
Cc1cc(C)c2nc(N3CCCC(C(=O)N4CCC(C(N)=O)CC4)C3)sc2c1 (centres undefined)	1	13	0.65	-1	-6	-1.6	13	-13	-4
CNC(=O)c1csc(-c2ccc(C)cc2)n1	0.7	11	-0.17	6	-5	0.36	2	0	29
Cc1nn2c(N3CCN(C4CCCC4)CC3)cc(C(C)(C)C)nc2c1-c1ccccc1	0.7	12	0.039	-7	2	1.1	6	-5	31
C1CCc2c(nnc3c2-c2nonc2CC3)C1	0.9	-1	-1.5	0	1	-0.04	-2	0	12
COc1ccc(-c2nn(C)c(=O)c3ccccc23)cc1NC(=O)Cn1nc(-c2ccccc2)c2ccccc2c1=O	0.3	5	.	-6	-15	-0.4	8	-5	72*
COCCn1c(SCC(=O)N2CCCCC2)nc2cccnc21	1	3	0.078	-5	1	0.42	4	-4	-5
O=C(Nc1ccc(N2CCN(C(=O)c3cccs3)CC2)c(Cl)c1)c1ccco1	0.5	-2	-1.2	2	-1	-2.2	-2	5	54*
CCCCOc1ccc(CN(C)c2ncnc(N)n2)cc1	.	14	-0.13	-2	-1	-0.62	-5	10	.
O=C(Nc1ccccc1C(=O)N1CCN(Cc2ccccc2)CC1)c1ccccn1	0.3	9	-0.45	4	8	-0.38	-8	7	67*
COc1ccc(OC)c(NS(=O)(=O)c2ccc3c(c2)CCC(=O)N3)c1	0.7	3	0.0015	12	-5	0.27	-6	5	32
O=C(COc1ccccc1)N1CCN(S(=O)(=O)c2cccs2)CC1	0.7	7	0.0067	3	3	0.19	.	.	30
CCN(CC)C(c1ccc(F)cc1)c1nnnn1C1CCCCC1 (centres undefined)	1	9	-1.1	5	5	0.81	-2	1	-4
CCC(=O)Nc1cccc(-n2nnnc2SCC(=O)NCc2ccco2)c1	2.3*	13	-0.36	5	0	0.49	-3	3	-132
CCN(CC)CCOC(=O)c1ccc(NC(=O)COc2cc(=O)n(CC)c3ccccc23)cc1	0.5	0	1.1	2	-10	0.05	12	-15	52*
Cc1ccccc1-n1c(SCC(=O)N2CCCC2)nnc1-c1ccccn1	0.8	2	0.029	21	5	-0.7	5	-8	18
CC(CC#CCN1CCOCC1)OCCC#N (centres undefined)	1	-4	0.091	12	1	1.7	-3	1	3
CCCn1c(SCC(=O)N2CCc3ccccc3C2)nc2c1c(=O)n(C)c(=O)n2C	0.8	10	-1.2	-8	0	1.7	8	-3	24
COc1cc(-c2nc(-c3ccncc3)no2)cc(OC)c1OC	0.2	13	-0.13	-4	-3	0.43	7	-3	77*
Oc1ccc(/C=N/n2c3ccccc3c3ccccc32)cc1	0.3	2	-0.061	14	7	-0.75	-6	2	73*
COCC(C)N=Cc1c(O)[nH]c2ccccc12 (centres undefined)	0.8	5	0.0084	-2	4	-0.25	.	.	16
Clc1ccccc1C1=Nn2c(nnc2-c2ccncc2)SC1	0.3	5	.	3	-1	-1.7	0	-1	72*
c1csc(-c2ccc3ccccc3n2)c1	1.1	4	.	2	5	-1.2	6	-7	-13
CCOc1cc(C(=O)Nc2nnc(C)s2)cc(OCC)c1OCC	0.8	5	-0.98	-9	2	.	10	-12	16
O=C(Nc1ccc(S(=O)(=O)N2CCOCC2)cc1)c1ccc(CN2CCc3ccccc3C2)cc1	0.4	-1	0.45	0	-3	.	10	-5	55*

Three structures already listed, ordered by molar mass, high to low:
SMILES	CYP2C9 act	PostGolgi ctrl	DAT uptake mod	PostGolgi yeast	Ecoli WT expand	Pyk2 oligo antag	PTPN22 inh 2	PTPN22 act	CYP2C9 inh
COc1ccc(-c2nn(C)c(=O)c3ccccc23)cc1NC(=O)Cn1nc(-c2ccccc2)c2ccccc2c1=O	0.3	5	.	-6	-15	-0.4	8	-5	72*
CCCn1c(SCC(=O)N2CCc3ccccc3C2)nc2c1c(=O)n(C)c(=O)n2C	0.8	10	-1.2	-8	0	1.7	8	-3	24
O=C(Nc1ccc(N2CCN(C(=O)c3cccs3)CC2)c(Cl)c1)c1ccco1	0.5	-2	-1.2	2	-1	-2.2	-2	5	54*

New compounds follow
SMILES	CYP2C9 act	PostGolgi ctrl	DAT uptake mod	PostGolgi yeast	Ecoli WT expand	Pyk2 oligo antag	PTPN22 inh 2	PTPN22 act	CYP2C9 inh
COc1ccc(OCC(O)CON2C(=O)c3ccccc3C2=O)cc1 (centres undefined)	0.8	-5	2.3	-5	-2	0.67	8	-5	20
O=C(NCc1ccccn1)c1ccc(Cl)s1	0.8	5	0.49	2	4	0.1	2	-2	16
Cc1cc(=O)[nH]c2c1c(=O)[nH]n2C1CC(C)N(C)CC1C (centres undefined)	1	2	0.45	0	-1	-0.28	-1	-1	-2
CCOC(=O)CSc1nnc(CNC(=O)c2ccc(OC)cc2)n1-c1ccc(OC)cc1	0.9	-4	1	-3	7	1.3	-5	5	6
Cc1ccc(CNC(=O)C2CCC(=O)N2C2CCCCC2)cc1 (centres undefined)	1	1	-1.1	1	2	0.6	-8	5	-2

Ordered by the number under DAT uptake mod (descending): three from the list above
structure,DAT uptake mod
COc1ccc(OCC(O)CON2C(=O)c3ccccc3C2=O)cc1 (centres undefined),2.3
O=C(NCc1ccccn1)c1ccc(Cl)s1,0.49
Cc1cc(=O)[nH]c2c1c(=O)[nH]n2C1CC(C)N(C)CC1C (centres undefined),0.45
